# High-throughput results (PubChem BioAssay)
# IDE exosite inh = exo-site inhibitors of human insulin-degrading enzyme; purified IDE, FL-6b probe fluorescence polarization; stronger effect = lower value; AID 1259349; hit rate 6.3% among 17,000; z-score at 20 µM;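 active = z-score of -3 or lower, meaning strong loss of probe binding signal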;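 note: His-tagged human IDE residues 42-1019 made in E. coli with 30 nM FL-6b probe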
# Target sequence (P14735 42-1019 limits assumed): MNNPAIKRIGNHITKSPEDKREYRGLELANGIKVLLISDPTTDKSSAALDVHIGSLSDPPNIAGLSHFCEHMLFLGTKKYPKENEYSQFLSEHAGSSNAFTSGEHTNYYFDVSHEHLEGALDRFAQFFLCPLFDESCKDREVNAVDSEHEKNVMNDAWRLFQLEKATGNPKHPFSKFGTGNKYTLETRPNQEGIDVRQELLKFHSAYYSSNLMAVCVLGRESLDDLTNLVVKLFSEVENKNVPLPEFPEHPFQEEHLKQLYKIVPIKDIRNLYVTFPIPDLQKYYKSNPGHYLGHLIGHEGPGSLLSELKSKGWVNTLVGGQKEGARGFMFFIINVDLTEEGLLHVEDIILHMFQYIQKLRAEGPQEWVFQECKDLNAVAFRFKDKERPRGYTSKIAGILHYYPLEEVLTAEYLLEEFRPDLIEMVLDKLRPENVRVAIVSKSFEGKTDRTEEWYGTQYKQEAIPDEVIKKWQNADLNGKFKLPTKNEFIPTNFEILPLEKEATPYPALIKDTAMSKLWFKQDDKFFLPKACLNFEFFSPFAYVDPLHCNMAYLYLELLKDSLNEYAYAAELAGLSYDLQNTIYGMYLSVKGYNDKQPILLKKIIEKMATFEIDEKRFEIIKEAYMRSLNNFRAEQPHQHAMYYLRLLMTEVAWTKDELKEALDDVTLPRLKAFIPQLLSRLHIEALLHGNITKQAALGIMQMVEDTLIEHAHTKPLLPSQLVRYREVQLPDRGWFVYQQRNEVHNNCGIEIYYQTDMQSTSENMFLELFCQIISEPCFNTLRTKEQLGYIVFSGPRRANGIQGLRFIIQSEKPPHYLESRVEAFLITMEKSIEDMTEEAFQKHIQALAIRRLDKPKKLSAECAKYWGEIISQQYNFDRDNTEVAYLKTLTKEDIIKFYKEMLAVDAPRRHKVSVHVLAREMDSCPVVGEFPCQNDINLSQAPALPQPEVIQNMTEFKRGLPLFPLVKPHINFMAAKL
# An asterisk follows results filed as active. Not all compounds are listed (hit frequency here may not be typical).
Compound,IDE exosite inh
COc1ccc2c3c(n(C)c2c1)[C@@H](CO)NCC31CN(S(=O)(=O)c2ccc(C)cc2)C1,-0.47
CN1C(=O)c2cc(NC(=O)c3cnccn3)ccc2OC[C@H]2O[C@H](CC(=O)N[C@@H]3CCN(Cc4ccccc4)C3)CC[C@@H]21,0.24
CN(C)C(=O)c1ccc(-c2ccc([C@H]3[C@@H](CO)N4C(=O)CN(C(=O)C5CCCC5)C[C@H]34)cc2)cc1,4.1
CN(C)C(=O)c1ccc(-c2ccc([C@H]3[C@H]4CN(C(=O)C5CCCC5)CC(=O)N4[C@H]3CO)cc2)cc1,1.9
COc1ccc(S(=O)(=O)Nc2ccc3c(c2)[C@H]2C[C@H](CC(=O)N(C)C)O[C@@H](CO)[C@H]2O3)cc1,0.54
COc1ccc(C#Cc2ccc([C@H]3[C@H]4CN(S(=O)(=O)c5cn(C)cn5)CCCCN4[C@H]3CO)cc2)cc1,3
COCC(=O)N1CC(=O)N2[C@@H](CO)[C@H](c3ccc(C#CC4CC4)cc3)[C@@H]2C1,-1.5
C[C@@H]1CN([C@@H](C)CO)C(=O)c2cc(-c3ccc(F)cc3)cnc2O[C@@H]1CN(C)S(C)(=O)=O,0.66
O=C(Nc1cc(F)ccc1F)N1CCCCN2[C@H](CO)[C@@H](c3ccc(-c4cncnc4)cc3)[C@H]2C1,4.7
COCC#Cc1ccc([C@H]2[C@H](CO)N3CCCCN(C(=O)CN(C)C)C[C@@H]23)cc1,-0.97
COc1cccc(-c2ccc([C@@H]3[C@H]4CN(C(=O)c5ccc(F)cc5)CCCCN4[C@H]3CO)cc2)c1,0.86
CN(C)C(=O)c1cccc(-c2ccc([C@@H]3[C@@H](CO)N4CCCCN(CC5CCOCC5)C[C@@H]34)cc2)c1,1.1
CN1CCN(C(=O)C[C@@H]2C[C@@H]3c4cc(NS(C)(=O)=O)ccc4O[C@@H]3[C@H](CO)O2)CC1,-1.1
O=C(c1ccc2c(c1)OCO2)N1CC[C@@H]2[C@@H](CO)Nc3ccc(C#Cc4ccccc4)cc3[C@@H]21,0.074
CN(C)C(=O)c1cccc(-c2ccc([C@H]3[C@H]4CN(C(=O)C5CCCCC5)CC(=O)N4[C@H]3CO)cc2)c1,2.2
O=C(Cc1ccccn1)N1CC(=O)N2[C@H](CO)[C@@H](c3ccc(-c4ccc(F)cc4)cc3)[C@H]2C1,3.3
C[C@H]1CN([C@@H](C)CO)C(=O)c2ccccc2-c2ccccc2CO[C@@H]1CN(C)Cc1cccc(C(=O)O)c1,-1.2
COc1cccc(-c2ccc([C@H]3[C@@H](CO)N4C(=O)CN(C(=O)C5CCOCC5)C[C@H]34)cc2)c1,-8.7*
C[C@@H]1CN([C@@H](C)CO)C(=O)c2cc(N(C)C)ccc2O[C@@H](C)CCCCO[C@H]1CN(C)S(=O)(=O)c1ccc(F)cc1,0.85
Cc1ccc(S(=O)(=O)Nc2ccc3c(c2)C(=O)N([C@@H](C)CO)C[C@@H](C)[C@H](CN(C)S(=O)(=O)c2cccs2)OCCCC[C@H](C)O3)cc1,1.3

# Next structures follow:
Compound,IDE exosite inh
COc1ccc2c3c([nH]c2c1)[C@@H](CO)N(S(=O)(=O)c1ccc(C)cc1)CC31CCN(C(=O)Cc2cccnc2)CC1,0.72
O=C(c1ccccc1F)N1CC(=O)N2[C@H](C1)[C@@H](c1ccc(C#Cc3ccc(F)cc3)cc1)[C@@H]2CO,-0.62
O=C1N[C@H](c2ccccc2)COCc2cn(nn2)CC[C@H]1Cc1cccc(Cl)c1,0.24
N#C[C@@H]1[C@H](c2ccc(C3=CCCC3)cc2)[C@H](CO)N1C(=O)NC1CCCCC1,4.4
C[C@H](CO)N1C[C@H](C)[C@@H](CN(C)C(=O)NC2CCCCC2)OCc2ccccc2-c2ccccc2C1=O,-0.096
O=S(=O)(c1ccccc1)N1CCCCN2[C@H](CO)[C@H](c3ccc(-c4ccccc4)cc3)[C@H]2C1,4
O=C(c1cccc(F)c1)N1CC2(C1)[C@H](c1ccccc1)[C@@H](CO)N2C(=O)C1CCCCC1,-1.7
C[C@H]1CN([C@@H](C)CO)C(=O)CCCn2cc(nn2)CO[C@@H]1CN(C)C(=O)NC1CCCCC1,-0.93
CCS(=O)(=O)N1CCCCN2[C@@H](CO)[C@@H](c3ccc(-c4ccc(C#N)cc4)cc3)[C@@H]2C1,0.21
N#C[C@H]1[C@@H](c2ccc(-c3ccncc3)cc2)[C@@H](CO)N1C(=O)C1CCC1,1.7
CN1C(=O)c2cc(NS(=O)(=O)c3cccc(F)c3)ccc2OC[C@@H]2O[C@@H](CC(=O)N3CCc4ccccc4C3)CC[C@H]21,-0.56
CCCC(=O)Nc1ccc2c(c1)C(=O)N(C)[C@@H]1CC[C@@H](CC(=O)NCc3cccc(F)c3)O[C@@H]1CO2,-0.59
C/C=C/c1ccc([C@H]2[C@@H](CO)N(C(C)=O)[C@H]2CN(C(C)=O)C2CCCC2)cc1,0.28
CCCN1C[C@@H](C)[C@@H](OC)CN(C)C(=O)c2cc(NS(=O)(=O)c3ccccc3)ccc2OC[C@@H]1C,-0.77
COCC(=O)Nc1ccc2c(c1)C(=O)N(C)[C@@H]1CC[C@H](CC(=O)NCCCN(C)C)O[C@@H]1CO2,0.06
Cc1noc(C)c1S(=O)(=O)N(C)C[C@@H]1OCCCC[C@H](C)Oc2ccc(NC(=O)CCC(F)(F)F)cc2C(=O)N([C@H](C)CO)C[C@H]1C,-0.12
COc1ccccc1NC(=O)N1CC(=O)N2[C@H](C1)[C@H](c1ccc(-c3ccc(F)cc3)cc1)[C@@H]2CO,2.2
O=C(Nc1cccc(Cl)c1)N[C@@H]1CC[C@H](CCn2cc(Cc3ccccc3)nn2)O[C@H]1CO,-0.15
CCS(=O)(=O)N[C@@H]1CC[C@H](CC(=O)NCc2ccc(Cl)cc2)O[C@@H]1CO,1.5
CCCNC(=O)Nc1ccc2c(c1)OC[C@@H](C)N(S(C)(=O)=O)C[C@H](C)[C@@H](OC)CN(C)C2=O,0.27

# (continued)
Compound,IDE exosite inh
OC[C@@H]1[C@H](c2ccc(-c3ccccc3F)cc2)[C@H]2CN(Cc3cncnc3)CCCCN12,-1.7
CCCC#Cc1ccc([C@H]2[C@H]3CN(S(=O)(=O)c4ccccc4C)CCCCN3[C@H]2CO)cc1,2
CCS(=O)(=O)N1CC(=O)N2[C@H](C1)[C@@H](c1ccc(C#CC3CCCCC3)cc1)[C@@H]2CO,-0.99
CCN(C[C@@H]1[C@@H](c2ccccc2)[C@H](CO)N1Cc1cccnc1)C(C)=O,0.84
COc1ccc(S(=O)(=O)Nc2ccc3c(c2)[C@@H]2C[C@H](CC(=O)N(C)C)O[C@H](CO)[C@@H]2O3)cc1,0.72
COc1ccc(-c2ccc3n(c2=O)C[C@H]2[C@H](CO)[C@@H](C(=O)N(C)C)[C@@H]3N2Cc2cncnc2)cc1,1
Cc1cccc(S(=O)(=O)N2CCCCN3[C@H](C2)[C@@H](c2ccc(C#C[C@H](C)O)cc2)[C@@H]3CO)c1,1.3
N#Cc1cccc(-c2ccc([C@@H]3[C@@H](CO)N4CCCCN(C(=O)Nc5ccccc5)C[C@H]34)cc2)c1,0.13
C/C=C/c1ccc([C@@H]2[C@H](C#N)N(c3nc(CC)cs3)[C@H]2CO)cc1,0.95
CCC(=O)N1CC(=O)N2[C@H](CO)[C@@H](c3ccc(C#CC(C)C)cc3)[C@@H]2C1,0.36
O=C(N[C@H]1CC[C@H](CC(=O)N2CCOCC2)O[C@@H]1CO)c1cccc(F)c1,-0.96
COc1ccc(CN(C)C[C@@H]2OCc3cnnn3CCCC(=O)N([C@@H](C)CO)C[C@H]2C)cc1,-1.6
O=C(c1ccc(F)cc1)N1CC(=O)N2[C@H](CO)[C@H](c3ccc(C#CC4CC4)cc3)[C@H]2C1,0.069
CN1C(=O)c2cc(NS(=O)(=O)c3cccc(F)c3)ccc2OC[C@H]2O[C@@H](CC(=O)N3CCc4ccccc4C3)CC[C@H]21,-0.95
CN(C)C(=O)c1cccc(-c2ccccc2[C@H]2[C@@H](C#N)N(C(=O)C3CC3)[C@H]2CO)c1,3.9
CCS(=O)(=O)N1[C@H](C#N)[C@@H](c2ccc(C#Cc3ccccc3F)cc2)[C@H]1CO,-2.1
O=C(Nc1ccc(F)cc1)N1CC(=O)N2[C@H](C1)[C@H](c1ccc(C#Cc3ccccc3)cc1)[C@@H]2CO,0.56
O=C(Cc1ccccc1)N1C[C@@H]2[C@H](c3ccccc31)[C@@H](CO)N2S(=O)(=O)c1ccccc1,3.2
CCc1csc(N2[C@H](C#N)[C@H](c3ccc(-c4cccc(F)c4)cc3)[C@@H]2CO)n1,3
C[C@@H](NC(=O)[C@H]1[C@H](CO)[C@H]2Cn3c(cccc3=O)[C@H]2N1CCC(F)(F)F)c1ccccc1,1.1

# An excerpt from above in order of their number in IDE exosite inh, falling.
Compound,IDE exosite inh
CN(C)C(=O)c1cccc(-c2ccc([C@H]3[C@H]4CN(C(=O)C5CCCCC5)CC(=O)N4[C@H]3CO)cc2)c1,2.2
C[C@H](CO)N1C[C@H](C)[C@@H](CN(C)C(=O)NC2CCCCC2)OCc2ccccc2-c2ccccc2C1=O,-0.096
CN1C(=O)c2cc(NS(=O)(=O)c3cccc(F)c3)ccc2OC[C@@H]2O[C@@H](CC(=O)N3CCc4ccccc4C3)CC[C@H]21,-0.56

# New compounds follow
Compound,IDE exosite inh
CCS(=O)(=O)N[C@H]1C=C[C@@H](CC(=O)O)O[C@@H]1CO,-0.3
COc1ccc2c3c([nH]c2c1)[C@@H](CO)N(C(=O)CN(C)C)CC31CN(CC2CC2)C1,0.28
CN1C(=O)c2cc(NC(=O)Cc3cccs3)ccc2OC[C@H]2O[C@@H](CC(=O)NCC3CCCCC3)CC[C@@H]21,-1.9
N#C[C@H]1[C@@H](c2ccccc2C2=CCCC2)[C@@H](CO)N1C(=O)C1CCCC1,4.5
CC(=O)N1[C@H](CN(C)C(=O)c2ccccc2F)[C@@H](c2ccccc2)[C@@H]1CO,0.9
O=C(C[C@H]1C[C@H]2c3cc(NC(=O)Nc4ccccc4)ccc3O[C@H]2[C@H](CO)O1)NCc1ccccc1,1
COc1ccc(S(=O)(=O)N2CCCCN3[C@H](CO)[C@H](c4ccc(C5=CCCC5)cc4)[C@H]3C2)cc1,4.8
O=C(C1CCOCC1)N1CC(=O)N2[C@@H](CO)[C@H](c3ccc(C#CC4CC4)cc3)[C@@H]2C1,2
COCC#Cc1ccc([C@@H]2[C@H](CO)N3C(=O)CN(C(=O)C4CCCCC4)C[C@@H]23)cc1,0.77
CN(C)CC(=O)N1[C@H](C#N)[C@@H](c2ccc(C#CC3CCCCC3)cc2)[C@H]1CO,0.084
COc1ccc(-c2ccccc2[C@@H]2[C@@H](CO)N(C(=O)NC(C)C)[C@H]2C#N)cc1,0.46
O=C(C[C@H]1C[C@@H]2c3cc(NC(=O)c4cccnc4)ccc3O[C@@H]2[C@@H](CO)O1)NCc1cc(F)ccc1F,-1.4
COCC(=O)Nc1ccc2c(c1)[C@@H]1C[C@@H](CC(=O)N3CCOCC3)O[C@@H](CO)[C@@H]1O2,0.69
C[C@@H]1CN([C@H](C)CO)S(=O)(=O)c2ccc(C#CCC3CCCC3)cc2O[C@@H]1CN(C)C(=O)c1cnccn1,0.36
COc1cccc(-c2ccc([C@H]3[C@H](CO)N4C(=O)CN(C(=O)C5CCCCC5)C[C@@H]34)cc2)c1,-5.6*
COc1cccc(-c2ccc([C@H]3[C@H]4CN(C(=O)c5cccnc5)CC(=O)N4[C@H]3CO)cc2)c1,-0.65
Cc1ccccc1-c1ccc([C@H]2[C@@H](CO)N3CCCCN(Cc4cccnc4)C[C@H]23)cc1,-11*
CC(C)CC#Cc1ccc([C@@H]2[C@H]3CN(C(=O)c4ccc5c(c4)OCO5)CC(=O)N3[C@H]2CO)cc1,1.9
N#C[C@H]1[C@H](c2ccccc2-c2ccc(F)cc2)[C@@H](CO)N1C(=O)Cc1ccccc1,2.4
COc1cccc(C(=O)Nc2ccc3c(c2)C(=O)N(C)[C@@H]2CC[C@H](CC(=O)N[C@H](C)c4ccccc4)O[C@@H]2CO3)c1,0.86

# Some of these compounds in order of molar mass, low to high:
Compound,IDE exosite inh
COCC#Cc1ccc([C@@H]2[C@H](CO)N3C(=O)CN(C(=O)C4CCCCC4)C[C@@H]23)cc1,0.77
COc1ccc2c3c([nH]c2c1)[C@@H](CO)N(C(=O)CN(C)C)CC31CN(CC2CC2)C1,0.28
COCC(=O)Nc1ccc2c(c1)[C@@H]1C[C@@H](CC(=O)N3CCOCC3)O[C@@H](CO)[C@@H]1O2,0.69
Cc1ccccc1-c1ccc([C@H]2[C@@H](CO)N3CCCCN(Cc4cccnc4)C[C@H]23)cc1,-11*
COc1cccc(C(=O)Nc2ccc3c(c2)C(=O)N(C)[C@@H]2CC[C@H](CC(=O)N[C@H](C)c4ccccc4)O[C@@H]2CO3)c1,0.86

# Going on with the list.
Compound,IDE exosite inh
Cc1cccc(-c2ccc(C3[C@H]4CNC[C@@H]3N4Cc3cccc(F)c3)cc2)c1 (some centres undefined),-0.41
Cc1ccccc1S(=O)(=O)N1CC[C@@H]2[C@H]1c1cc(-c3cccc(F)c3)ccc1N(C)[C@H]2CO,1.5
COCC(=O)N1[C@H](CO)[C@H](c2ccc(C#CC(C)C)cc2)[C@@H]1CNC(C)=O,-0.67
N#C[C@@H]1[C@H](c2ccccc2)[C@H](CO)N1C(=O)c1ccc2c(c1)OCO2,-0.23
C[C@H]1CN([C@@H](C)CO)C(=O)c2cc(NS(=O)(=O)c3ccc(F)cc3)ccc2O[C@@H]1CN(C)C(=O)Nc1ccccc1,0.27
OC[C@H]1[C@H](c2ccc(C#CC3(O)CCCC3)cc2)[C@H]2CN(Cc3cccnc3)CCCCN21,0.54
O=C(C[C@@H]1C=C[C@@H](NS(=O)(=O)c2ccccc2)[C@@H](CO)O1)NCCN1CCCCC1,2.6
CN(C)C(=O)c1ccc(-c2ccc(C3[C@@H]4CN(S(=O)(=O)Cc5ccccc5)C[C@H]3N4)cc2)cc1 (some centres undefined),-4.2*
Cc1ccccc1-c1ccc([C@@H]2[C@@H](CO)N3CCCCN(S(C)(=O)=O)C[C@H]23)cc1,1.7
